# Compound activity: PubChem, The Scripps Research Institute Molecular Screening Center
# CHRM1 PAM = human M1 muscarinic receptor positive allosteric modulators, primary screen, CHO-K1 cells, Fluo-8 calcium fluorescence, 1536-well | CHO-K1 hM1, ACh EC20; 0% = ACh EC20, 100% = maximal ACh | AID 588819, 2011 | activation, % at 3 µM | hit rate 0.088% among 360,000 | Muscarinic acetylcholine receptor M1 (Homo sapiens), P11229; in the data active means activation above about 19%, passing the limit was not always enough
# Target sequence (P11229 whole entry, looked up): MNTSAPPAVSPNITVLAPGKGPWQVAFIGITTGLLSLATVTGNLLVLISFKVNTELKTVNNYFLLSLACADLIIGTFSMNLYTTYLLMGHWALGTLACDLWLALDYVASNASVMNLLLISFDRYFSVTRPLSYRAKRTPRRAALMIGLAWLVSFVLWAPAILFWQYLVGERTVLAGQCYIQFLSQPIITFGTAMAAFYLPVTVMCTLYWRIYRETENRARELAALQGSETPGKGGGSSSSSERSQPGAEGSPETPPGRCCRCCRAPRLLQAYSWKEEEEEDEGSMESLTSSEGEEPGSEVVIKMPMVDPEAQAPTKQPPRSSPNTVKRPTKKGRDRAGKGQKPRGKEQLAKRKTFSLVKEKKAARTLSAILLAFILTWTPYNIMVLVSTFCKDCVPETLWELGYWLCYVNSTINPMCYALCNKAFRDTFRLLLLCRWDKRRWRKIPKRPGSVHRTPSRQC
# M1 antag = human M1 muscarinic receptor antagonists, primary screen, CHO-K1 cells, Fluo-8 calcium fluorescence, 1536-well; inhibition, % at 3 µM; Muscarinic acetylcholine receptor M1 (Homo sapiens), P11229; hit rate 1.3% among 360,000; CHO-K1 hM1, ACh EC80 antagonist;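 active means percent inhibition above its own plate's cutoff, namely the mean of that plate's compound wells plus 3 SD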;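 further: peak over basal fluorescence ratio during 140 s after agonist addition; 0% = ACh EC80 plus DMSO and 100% = DMSO alone without agonist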
# M4 ag = human M4 muscarinic receptor agonists, primary screen, CHO-K1 cells, Fluo-8 calcium fluorescence; Muscarinic acetylcholine receptor M4 (Homo sapiens), P08173; CHO-K1 hM4/Gqi5; vehicle 0%, full acetylcholine response 100%; activation, % at 3 µM; hit rate 0.14% among 360,000;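 active means activation above the run mean over all test wells plus 3 SD, cut at about 32% in these data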;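 further: peak over basal fluorescence ratio per well then scaled between controls; 0% = DMSO wells and 100% = acetylcholine at EC100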
# Target sequence (P08173 whole entry, looked up): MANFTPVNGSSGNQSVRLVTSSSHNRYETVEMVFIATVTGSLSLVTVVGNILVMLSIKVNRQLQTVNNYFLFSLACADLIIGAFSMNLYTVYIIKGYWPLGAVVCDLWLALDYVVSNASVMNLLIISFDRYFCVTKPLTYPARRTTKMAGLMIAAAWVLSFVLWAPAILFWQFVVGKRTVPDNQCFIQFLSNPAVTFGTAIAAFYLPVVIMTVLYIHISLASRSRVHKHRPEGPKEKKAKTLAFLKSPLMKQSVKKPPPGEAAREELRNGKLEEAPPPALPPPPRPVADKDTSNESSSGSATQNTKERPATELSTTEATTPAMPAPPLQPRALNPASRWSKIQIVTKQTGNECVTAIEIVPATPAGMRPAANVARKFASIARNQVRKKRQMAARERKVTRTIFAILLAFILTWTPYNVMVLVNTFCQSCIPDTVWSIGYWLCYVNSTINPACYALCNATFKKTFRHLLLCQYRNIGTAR
# CHO-K1 Ca antag = counter-screen for M1 antagonists: effect in parental CHO-K1 cells. ATP-induced calcium, Fluo-8 fluorescence. inhibition, % at 3 µM. hit rate 0.6% among 360,000. AID 602250;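 active means inhibition above a per-plate cutoff, the plate's mean sample inhibition plus 3 SD, cut at about 24% in these data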;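 further: 0% = DMSO plus EC80 ATP and 100% = DMSO alone without ATP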
# CHRM1 agonist = human M1 muscarinic receptor agonists, primary screen, Fluo-8 calcium fluorescence, CHO-K1 cells, HTS; Muscarinic acetylcholine receptor M1 (Homo sapiens), P11229; CHO-K1 hM1, agonist mode; 0% DMSO, 100% acetylcholine EC100; activation, % at 3 µM; hit rate 0.33% among 360,000; AID 588814, 2011;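 active means activation above the run's mean compound activation plus 3 SD, cut at about 16% in these data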;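 further: peak over basal fluorescence ratio within a 140 s kinetic read after compound addition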
# M4 antag = human M4 muscarinic receptor antagonists, primary screen, CHO cells, Fluo-8 calcium fluorescence. Muscarinic acetylcholine receptor M4 (Homo sapiens), P08173. CHO-hM4 cells, ACh EC80. inhibition, % at 3 µM. hit rate 0.73% among 360,000;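 active means inhibition above its plate's cutoff, the mean inhibition of sample wells plus 3 SD, cut at about 27% in these data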;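 further: 0% = acetylcholine EC80 with DMSO and 100% = DMSO without agonist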
# OXTR potentiator = human OXTR potentiators, primary screen, fluorescence, CHO-OTR cells, Fluo-8 calcium; Fluo-8 calcium fluorescence, potentiator mode; 0% = oxytocin EC15, 100% = EC100; activation, % at 3 µM; hit rate 0.061% among 320,000;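 active means activation above that plate's cutoff, the mean activation of tested compounds plus 3 SD, cut at about 6.6% in these data, passing the limit was not always enough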;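 further: 100% uses oxytocin at 75 nM as the full agonist control; some results filed as inactive read as strong as hits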
#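 Replication – single well per compound, singlicate · Assay system – CHO cell line stably expressing human OTR · Timing – 6 min pre-incubation, 100 s read · Measure – normalized max/min fluorescence ratio, % activation · Doses – 3.0 µM, one dose · Detection – Fluo-8 calcium dye fluorescence · Probe or stimulus – oxytocin near EC15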
# CHO parental Ca = ATP-evoked calcium signal inhibitors, parental CHO, primary screen, counter-screen for OX1R antagonist project, cell-based, fluorescence, Fluo-8 calcium dye | AID 463079, 2010 | parental CHO-K1, ATP-induced calcium, Fluo-8 fluorescence | inhibition, % at 5.6 µM | hit rate 0.63% among 330,000;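 active means inhibition above that plate's mean sample inhibition plus 3 SD, cut at about 26% in these data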;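 further: 0% = ATP-challenged DMSO wells and 100% = DMSO wells without ATP; some compounds past the cut are filed as inactive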
#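 Assay system – parental CHO cells · Reagent – ATP stimulus · Detection – intracellular calcium via Fluo-8 no-wash fluorescent dye · Evaluation – percent inhibition of ATP-evoked calcium rise, normalized to controls · Controls – ATP wells versus no-ATP DMSO wells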
# M1 ag parental = counter-screen for M1 agonists: effect in parental CHO-K1 cells; Fluo-8 calcium fluorescence; scaled to maximal ATP response, vehicle zero; activation, % at 3 µM; hit rate 0.48% among 360,000; AID 602248, 2012; in the data active means activation above about 15%;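 further: untransfected CHO-K1 host cells lacking M1 receptor as counterscreen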
# Starred values were filed as active, the others as inactive; nt = not tested or not shown.
SMILES,CHRM1 PAM,M1 antag,M4 ag,CHO-K1 Ca antag,CHRM1 agonist,M4 antag,OXTR potentiator,CHO parental Ca,M1 ag parental
COc1ccc(C(=O)OCC(=O)NCc2ccc3c(c2)OCO3)cc1S(=O)(=O)N1CCOCC1,12,-26,1,-10,-1,-11,-1,-19,0.0
Cc1nc(-c2ccccc2)sc1C(=O)/C=C/c1ccc(Cl)cc1,4,-2,0,-13,-3,-4,-9,-22,1.2
O=C(c1cn(Cc2ccccc2)nc1-c1cccnc1)N1CCN(Cc2ccccc2)CC1,7,0,4,-7,-6,-6,-5,-20,3.0
Cc1nc(NCCc2ccc(S(N)(=O)=O)cc2)c2c(C)c(C)sc2n1,-9,-1,12,11,4,0,-20,31,9.6
Cc1ccc(C(=O)NCCNc2ncc(C(F)(F)F)cc2Cl)cc1[N+](=O)[O-],-32,46*,7,-3,-11,11,-2,-17,1.5
Cc1cc([N+](=O)[O-])ccc1NC(=O)c1ccc(NC(=O)C(C)C)cc1,11,-8,6,-6,-7,-10,-5,-11,3.6
Cc1cccc(NC(=O)C23CCC(C)(/C(=N/O)C2)C3(C)C)c1 (stereo not given),5,-5,0,-8,-5,9,-2,3,0.3
Cc1oc(-c2ccccc2)cc1C(=O)Nc1cccc(/C=C\C(=O)O)c1,4,-12,3,0,-5,-15,-1,-11,1.0
Fc1ccc(NC(=S)Nc2cc(-c3ccccc3)[nH]n2)cc1Cl,-6,20,7,-4,-3,5,-12,3,4.4
Cc1noc(C)c1S(=O)(=O)Nc1ccccc1N1CCOCC1,5,0,1,18,-4,3,-2,6,0.0
O=S(=O)(NC(CO)Cc1ccccc1)c1cc(Cl)ccc1F (stereo not given),8,-8,1,-2,-1,-5,nt,nt,1.9
CCNC(=S)N1CCN(C(=O)c2ccco2)CC1,5,-8,2,-17,-4,-6,-3,-8,0.0
CC(OC(=O)Cn1ccccc1=O)C(=O)Nc1cc(Cl)cc(Cl)c1 (stereo not given),16,-15,1,-6,-1,11,-6,-2,0.8
N#C/C(=C\c1ccco1)c1nc2ccccc2s1,5,-14,1,0,-5,0,-9,-2,0.5
CCCCS(=O)(=O)N1CCN(S(=O)(=O)c2ccc(Cl)s2)CC1,9,-10,1,-4,0,1,-6,-9,0.5
COc1ccccc1CNCC(=O)Nc1ccc(N2CCOCC2)cc1,11,-5,1,-4,-10,3,-12,-10,1.1
COC(=O)c1ccc(NC(=O)CCN2CCN(c3ccccc3)CC2)cc1,2,-30,2,-12,-2,-14,-18,-15,1.0
CCCN(CC#CC(O)(c1ccccc1)c1cccnc1)CCC (stereo not given),-10,14,0,-17,-6,5,-8,-20,0.2
O=C(CCCn1c(SCC(=O)c2ccccc2)nc2ccccc2c1=O)NCC1CCCO1 (stereo not given),1,-1,8,-5,-4,11,-1,-29,3.1
CCOC(=O)N1CCC(N2Cc3cccc(C(=O)Nc4ccc(F)cc4)c3C2=O)CC1,7,-4,0,-3,-4,1,-12,-20,-0.1
NC(c1csc(Nc2cc(NCCCO)ncn2)n1)c1ccccc1Cl (stereo not given),0,-7,1,4,-4,-2,nt,nt,0.2
COc1ccccc1-n1c(CNC(=O)c2ccco2)nnc1SCC(=O)Nc1nccs1,8,-14,1,-13,4,2,-4,2,0.5
CC1S/C(=C(\C#N)C(=O)NCc2ccco2)N(c2ccc(F)cc2)C1=O (stereo not given),0,0,0,10,-2,-1,-4,-4,-0.4
O=C(Nc1nccs1)C1CCCN1S(=O)(=O)c1ccc(Cl)cc1 (stereo not given),3,-24,7,-22,2,-29,-3,-17,4.0
O=C1CC(N2CCN(S(=O)(=O)c3cccc(C(F)(F)F)c3)CC2)C(=O)N1Cc1ccccc1 (stereo not given),3,-7,5,19,-2,4,-3,-12,0.4
NC(=O)CCS(=O)(=O)c1ccc(Cl)cc1,7,3,1,-9,-3,-1,5,-8,0.5
CCn1cc([N+](=O)[O-])c(C(=O)N2N=C(c3ccc4ccccc4c3)CC2c2cc(Br)ccc2O)n1 (stereo not given),8,-24,2,-4,0,-5,-7,-5,0.5
C#CCOCCOCCOCCNc1nc(N2CCN(C(=O)CCCCCCCCCCNC(=O)[C@H](CCCCN)n3cc(C)nn3)CC2)nc(N2CCN(C(=O)CCCCCCCCCCNC(=O)[C@@H]([C@H](C)O)n3cc(C)nn3)CC2)n1,-5,9,22,-4,-6,2,-12,-16,2.3
COc1cccc(C(=O)NNC(=O)C(=O)Nc2cccc(Cl)c2C)c1,0,-1,0,-10,-2,-16,3,4,0.5
O=C(Nc1nnc(SCC(=O)N2CCOCC2)s1)c1ccccc1Cl,2,-1,1,-12,-3,-4,-2,-15,0.8
O=C(Nc1ccc(Cl)cc1)N1CCN(C(=O)C2CCCO2)CC1 (stereo not given),10,-18,2,2,2,-4,1,4,0.9
Cc1ccc(OCC(O)Cn2c3ccccc3c3ccccc32)cc1 (stereo not given),-9,9,3,-15,-7,5,-8,-27,1.9
Cc1csc(=O)n1CCC(=O)NCc1ccc(F)cc1,8,-16,1,-13,-5,3,-3,-6,0.4
CCOC(=O)c1ccc(NS(=O)(=O)c2cc(-c3nnnn3CC)ccc2OC)cc1,6,-10,2,-9,-2,1,0,-16,1.4
CC(=O)c1cccc(NC(=S)N2CCCC2)c1,3,-3,1,-1,-1,0,-4,-9,0.0
Cc1nnc(SCCCOc2ccccc2)nc1C,4,-2,1,-9,-2,-13,-2,-11,0.6
O=C(CCC(=O)c1cccs1)NCc1cccnc1,9,-10,0,-12,-6,-5,-18,-6,1.2
O=C1OC(c2ccccc2)(c2ccccc2)c2ccccc21,-12,3,-2,-15,-7,-5,nt,nt,-0.8
CCc1c(C(=O)NNC(=S)NCC(C)C)csc1C,2,-4,1,-3,-2,3,-2,-6,2.1
CCn1nc(C(=O)OCC(=O)N2c3ccccc3CC2C)c2ccccc2c1=O (stereo not given),4,0,5,-13,-1,-4,-9,-24,2.3

# The last 4 records of the part above are carried over, then new ones follow.
SMILES,CHRM1 PAM,M1 antag,M4 ag,CHO-K1 Ca antag,CHRM1 agonist,M4 antag,OXTR potentiator,CHO parental Ca,M1 ag parental
O=C(CCC(=O)c1cccs1)NCc1cccnc1,9,-10,0,-12,-6,-5,-18,-6,1.2
O=C1OC(c2ccccc2)(c2ccccc2)c2ccccc21,-12,3,-2,-15,-7,-5,nt,nt,-0.8
CCc1c(C(=O)NNC(=S)NCC(C)C)csc1C,2,-4,1,-3,-2,3,-2,-6,2.1
CCn1nc(C(=O)OCC(=O)N2c3ccccc3CC2C)c2ccccc2c1=O (stereo not given),4,0,5,-13,-1,-4,-9,-24,2.3
COc1ccc(OCC(=O)N2CCN(C(=O)c3ccc([N+](=O)[O-])cc3)CC2)cc1,5,2,1,-9,-5,-7,-4,0,0.7
C/C(=N\NC(=O)COc1ccc(C(C)(C)C)cc1)c1ccc(OC(F)F)cc1,1,-5,1,-10,-7,-9,-7,-22,0.7
Cc1nc(C)c(C(=O)Nc2ncc([N+](=O)[O-])s2)o1,-6,23,1,-8,0,-3,-6,-13,0.7
O=C(c1ccc(OC2CCN(C/C=C/c3ccc(F)cc3)CC2)cc1)N1CCCC1,-21,55*,1,-6,-4,24,-6,-19,3.2
Cc1cc(C)nc(SCc2cc(=O)c(OC(=O)c3ccco3)co2)n1,8,-12,1,-7,-7,0,2,-6,0.6
COc1ccc(CNc2ccc(C)cc2)cc1Br,7,-10,-1,-11,-1,4,-19,-20,0.5
CC(C)CN(C(=O)Cn1nnc(-c2ccc(F)cc2)n1)C1CCS(=O)(=O)C1 (stereo not given),1,-12,2,1,0,-19,-3,-1,1.2
Cc1ccc(S(=O)(=O)N2CCC(C(=O)OCC(=O)N(CCC#N)c3ccc(F)cc3)CC2)cc1C,5,-14,4,-3,-7,-9,-13,4,4.7
CCCCC(=O)N/N=C(\C)CC(=O)Nc1ccccc1Br,5,-2,0,-13,-6,-10,-3,-25,-0.3
CCN(C(=O)Cc1cccs1)c1nnc(-c2cc(OC)c(OC)c(OC)c2)s1,0,-6,2,2,-3,0,-4,-16,0.1
Cc1cc(C)n2c(SCCO)nnc2n1,6,-5,0,0,-4,16,4,-2,0.4
CCOC(=O)CSc1nnc(-c2cccnc2)o1,5,-11,0,-17,-4,2,-2,-2,1.0
CCN(Cc1nc2cc(Cl)ccc2c(=O)[nH]1)C(=O)c1cc(C2CC2)nn1-c1ccccc1,-2,2,7,10,-4,7,nt,nt,0.3
Cc1cc(C)cc(OCC(=O)N/N=C\c2cn(C)nc2C)c1,5,-2,1,-8,-2,5,3,5,2.3
COc1ccc(-c2noc(-c3ccc(C)cc3)n2)cc1,11,-17,0,-15,-2,-2,0,-12,1.1
Cc1cc2nn(-c3cccc4ccccc34)nc2cc1N,4,-8,0,-5,-4,0,-3,-9,-0.4
Cc1cccc(NC(=O)c2cc(C)nc3ccccc23)c1,7,-14,3,-10,-3,-3,1,-6,1.4
C/C(=N\NC(=O)c1cccc(N/N=C(\C)c2ccc([N+](=O)[O-])cc2)c1)c1ccc([N+](=O)[O-])cc1,11,-22,1,-2,0,7,-4,-13,0.9
C/C=C/c1cc(OC)c2c(c1)[C@H](C)[C@@H](c1ccc(O)c(OC)c1)O2,9,-12,-1,1,1,3,2,-12,0.3
CCOC(=O)N1CCC(Nc2c(-c3ccc(C)cc3)c(=O)c2=O)CC1,4,-3,2,-2,-1,-5,-1,-17,0.7
COc1cccc2sc(Nc3nnc(-c4ccc(F)cc4)o3)nc12,6,-7,7,0,-5,-12,-5,12,3.7
COc1ccc(N/N=C(/C(N)=O)C2=NC(C)(C)Cc3ccccc32)cc1,3,-4,-1,-9,-7,-4,-1,-4,-0.2
COc1cccc(N2CCN(S(=O)(=O)c3ccc(CN4C(=O)c5cccnc5C4=O)cc3)CC2)c1,-1,7,-2,-6,-3,-1,1,-18,-0.5
Cc1cc(C)cc(NC(=O)C2CC3CCC2C3)c1 (stereo not given),3,-9,-2,-7,-7,-2,nt,nt,-0.1
CC(C)C[C@H]1CN=C(Nc2ccccc2)N1CCCC1CCCC1,-2,-1,14,-5,-5,3,-6,-22,7.2
O=C(Nc1ccon1)c1csc2c1CCCC2,1,-6,-1,-4,-6,-3,-1,-20,-0.3
Cc1ccc(/C(N)=N/OC(=O)CCc2ccccc2)cc1,-3,4,-1,-8,-5,2,4,-13,0.6
